Glioma ERSR ind: ER stress response induction in glioma; U87-MG GRP78 promoter luciferase reporter, 16 h; 0.02% of 420,000 active; Potency, µM, inactives show at the top dose activation, hits mostly activators; note: potency is the fitted concentration of half-maximal effect; series mostly up to about 76 µM; % of control where 0% means no effect; nearly all actives have a fitted effect of over 35% in size
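Stably transfected U87-MG glioma cells carrying a GRP78-based luciferase sensor; 16 h compound incubation. Luminescence end-point read 10 min after Bright-Glo addition at room temperature.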
RXFP1 agonist: RXFP1 (human) receptor agonism | HEK293T-RXFP1 cAMP TR-FRET, 30 min; response scale: percent of porcine relaxin response, buffer zero | Potency, µM (top dose mostly 57.5 µM), for inactives: at the highest dose activation, usual class: activators | 0.3% of 370,000 active | AID 2676; note: potency is the fitted concentration of half-maximal effect; % is set by controls: 0 for no effect and ±100 for the full control effect; nearly all actives have a fitted effect of over 60% in size; many of its hits are not listed in these tables
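Agonist response is measured as cAMP accumulation in an RXFP1-transfected HEK293T line under PDE4 inhibition. Values are scaled between buffer-only and 29 nM porcine relaxin, and EC50s come from standard Hill equation fits.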
IDH1 R132H inh: human IDH1 R132H inhibition; AID 602179; Potency, µM (top dose mostly 76.6 µM), inactives show at the highest dose activity change, negative = inhibition, most hits filed as inhibitors; O75874; IDH1-R132H enzyme, NADPH consumption, diaphorase/resazurin fluorescence; 0.093% of 390,000 active; note: potency is the fitted concentration of half-maximal effect; % is set by controls: 0 for no effect and ±100 for the full control effect; nearly all actives have a fitted effect of over 65% in size
Target sequence (O75874 whole entry R132H, stated change not applied): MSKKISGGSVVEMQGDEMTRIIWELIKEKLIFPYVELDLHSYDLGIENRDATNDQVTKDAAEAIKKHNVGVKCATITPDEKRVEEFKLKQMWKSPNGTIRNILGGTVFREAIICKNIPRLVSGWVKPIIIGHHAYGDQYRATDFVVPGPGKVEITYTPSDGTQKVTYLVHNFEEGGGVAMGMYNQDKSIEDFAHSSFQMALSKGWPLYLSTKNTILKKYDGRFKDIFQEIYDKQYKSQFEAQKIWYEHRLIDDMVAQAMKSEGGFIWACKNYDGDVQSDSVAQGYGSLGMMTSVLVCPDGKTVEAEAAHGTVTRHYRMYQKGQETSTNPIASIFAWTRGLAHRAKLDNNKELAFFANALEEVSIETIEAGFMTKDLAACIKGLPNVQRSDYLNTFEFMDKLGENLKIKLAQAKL
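IDH1-R132H (0.5 ug/mL dispensed) in pH 7.5 Tris buffer was preincubated 30 min with compound, then given a substrate mix of 0.016 mM NADPH and 2 mM alpha-KG for 80 min at room temperature; remaining NADPH was read by diaphorase/resazurin fluorescence.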
LDHA inh: inhibitors of human lactate dehydrogenase A; P00338; purified LDHA, NADH/diaphorase-resazurin fluorescence; active compounds read low; activity change, % (values are at about 110 or 230 µM); 0.15% of 480,000 active; AID 1347041; in the data active = activity change below about -30%; inconclusive = mostly about -25% to -30%;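 note: plate controls were DMSO wells for no effect and wells without enzyme for full effect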
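Enzyme activity of human lactate dehydrogenase 5 (2 nM; 0.06 mM NADH, 0.2 mM pyruvate, 5 min, RT) is measured via a resazurin/diaphorase fluorescence readout of residual NADH.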
USP1-UAF1 inh: USP1/UAF1 (human) deubiquitinase inhibition; O94782; recombinant USP1/UAF1, Ub-Rhodamine cleavage fluorescence; Potency, µM (titrated, usually from 57.1 µM), for inactives: at the highest dose activity change, negative = inhibition, most hits filed as inhibitors; 0.23% of 390,000 active; note: potency is the fitted concentration of half-maximal effect; % is set by controls: 0 for no effect and ±100 for the full control effect; nearly all actives have a fitted effect of over 60% in size; inactives centre near -12
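Step one: compound is pinned into 1nM USP1/UAF1 in HEPES pH 7.8 buffer with TCEP. Step two: 15 min room-temperature incubation. Step three: Ub-Rho (150nM final) starts cleavage, tracked by fluorescence over six one-minute reads.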
PI4K2A block: inhibitors of human PI4K2A; Q9BTU6; purified PI4K2A, ADP-Glo luminescence, 1 h; active compounds read low; activity change, negative = inhibition, % at 76.9 µM; 0.13% of 420,000 active; in the data active = activity change below about -50%; inconclusive = mostly about -30% to -49%;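 note: -100% = wells without enzyme as full effect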
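In this quantitative HTS, ADP production by PI4K2A was quantified luminescently after 1 h at ambient temperature; 100 microM adenosine served as plate-quality control.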
Vif-APOBEC3G blk: blocks the Vif interaction with human APOBEC3G; HeLa A3G-eYFP + Vif (tagged APOBEC3G with the HIV-1 protein that degrades it), YFP fluorescence, overnight; 0.076% of 410,000 active; Q9HC16; Potency, µM (doses to about 46.1 µM), without a hit: at the top dose activity, negative = active, usual class: inhibitors;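 note: potency is the fitted concentration of half-maximal effect; % is set by controls: 0 for no effect and ±100 for the full control effect; nearly all actives have a fitted effect of over 60% in size; hits raise eYFP signal because A3G escapes Vif-driven loss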
Target sequence (Q9HC16 whole entry, looked up): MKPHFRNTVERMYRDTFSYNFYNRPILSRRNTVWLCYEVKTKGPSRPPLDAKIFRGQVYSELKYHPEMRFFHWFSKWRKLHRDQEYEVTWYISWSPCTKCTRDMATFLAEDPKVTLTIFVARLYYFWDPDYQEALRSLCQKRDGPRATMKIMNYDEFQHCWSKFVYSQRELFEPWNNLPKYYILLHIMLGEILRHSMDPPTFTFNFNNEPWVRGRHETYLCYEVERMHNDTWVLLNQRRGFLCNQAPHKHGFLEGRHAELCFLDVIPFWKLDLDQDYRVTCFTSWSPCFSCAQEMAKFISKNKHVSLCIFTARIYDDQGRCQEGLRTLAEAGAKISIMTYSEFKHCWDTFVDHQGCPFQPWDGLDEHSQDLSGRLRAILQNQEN
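HeLa cells stably expressing Vif and C-terminally eYFP-tagged A3G, seeded overnight at 37 deg C, then exposed to compound by pintool overnight at 37 deg C. Rise in yellow fluorescence (Ex 488/Em 500-530, Acumen) marks blocked Vif-driven A3G degradation.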
TrxR1 substrate: is turned over as a substrate by rat TrxR1 | purified TrxR1 substrate turnover, NADPH consumption readout | Potency, µM (doses to about 114 µM), inactives show top-dose activity change, negative = substrate turnover | 0.01% of 390,000 active | AID 588456; note: potency is the fitted concentration of half-maximal effect; % is set by controls: 0 for no effect and ±100 for the full control effect; nearly all actives have a fitted effect of over 50% in size
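Rat TrxR1, dispensed at 90 nM, was prereduced with 400 uM NADPH (final) for 5 min at ~22 deg C, then incubated with compound 15 min before 400 uM selenite. A first-read NADPH fluorescence drop versus no-compound background flagged substrates.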
Vif-A3F inh: blocks the Vif interaction with APOBEC3F | Potency, µM (titrated, usually from 46.1 µM), inactives show at the highest dose activity, negative = active | AID 602313 | HeLa A3F-eYFP + Vif (tagged APOBEC3F with the HIV-1 protein that degrades it), YFP fluorescence increase | 0.2% of 390,000 active; note: potency is the fitted concentration of half-maximal effect; % of control where 0% means no effect; nearly all actives have a fitted effect of over 65% in size
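HeLa cells stably expressing A3F-eYFP plus Vif, plated and incubated overnight at 37 deg C, then exposed to compounds overnight at 37 deg C. Blocked degradation read as raised yellow fluorescence (Ex 488/Em 500-530).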
* = called active by the depositor; ? = inconclusive; nt = not tested or not shown; & = joins results of further samples; [ ] = dose if it differs, or a comment. Unless noted, calls come from the whole dose curve; as a rule, active = well fitted curve in the direction sought with a large enough effect; inconclusive = small, poorly fitted or top-dose-only effect, or another doubt; inactive = no such curve, though single readings can be large; an effect the other way counts as inactive or inconclusive. An excerpt; count on the stated rates, not on these rows.

Value order – Glioma ERSR ind, RXFP1 agonist, IDH1 R132H inh, LDHA inh, USP1-UAF1 inh, PI4K2A block, Vif-APOBEC3G blk, TrxR1 substrate, Vif-A3F inh
O=C1C(=O)N(CCCn2ccnc2)C(c2ccc(Br)cc2)/C1=C(\O)c1ccc2c(c1)OCCO2 (configuration not stated)
    1%, 4.8%, -11%, 1, -15%, 1, 0%, -5%, -6%
COCCN(Cc1ccccc1)C(=O)c1ccc2c(=O)n3c(nc2c1)CCC3
    -2%, 3.5%, -1%, -8, -10%, -4, 0%, -1%, -4%
Cc1ncsc1C(=O)N1N=C2/C(=C/c3ccc(N4CCOCC4)cc3)CCCC2C1c1ccc(N2CCOCC2)cc1 (configuration not stated)
    -1%, 0.7%, 2%, -2, -27%, 1, -2%, 4%, ?
CN(C)C(=O)N1CCC(C(=O)N2CCCC(C(=O)c3cccc4ccccc34)C2)CC1 (configuration not stated)
    2%, -0.7%, -1%, -2, 1%, 12, -1%, 6%[57.1 µM], 13%
Cc1ccccc1-n1nc(SCC(=O)O)sc1=S
    -2%, 0.4%, 1%, -1, -27%, 6, -1%, -4%, 0%
O=C(Nc1n[nH]c(C(F)(F)F)n1)C1CC1
    1%, 3.1%, 13%, 4, -12%, 2, 7%, -9%[57.1 µM], 2%
CCCC(=O)C1=C(O)C(C(=O)OC)C(C)(C)CC1=Nc1ccncc1 (configuration not stated)
    -4%, 1.7%, 9%, 0, -16%, -4, 3%, -10%[57.1 µM], 3%
CCN(CC)CCn1c2c(c(SCC(=O)Nc3cc(C)ccc3C)nc1=O)CCC2
    -5%, -0.4%, 7%, 1, -9%, 5, 0%, -8%, -5%
CCC(C)(C(=O)NC1CCCC1)N(Cc1cccs1)C(=O)Cc1cccs1 (configuration not stated)
    -1%, 0.1%, 15%, 6&-11, -7%, 2, 0%, -1%, nt
CCn1c(C)c(C(C)=O)c(N2CCN(c3ccc(OC)cc3)CC2)nc1=S
    -1%, 0.0%, -8%, 4, -17%, -7, -1%, -2%, ?
O=C(COc1ccccc1Cl)Nc1nnc(S(=O)(=O)N2CCCCCC2)s1
    -3%&-4%, -0.6%&0.5%, 8%&3%, -14&1, ?, 2&-1, 0%&1%, -4%&11%, -7%&0%
Cc1cc(C(=O)NC(C)c2ccc3c(c2)OCO3)cs1 (configuration not stated)
    1%, -1.0%, 15%, -7, 0%, 0, 0%, 0%, -3%
CC12CC3CC(C)(C1)CC(CN)(C3)C2
    -2%, 2.7%, -1%, -8, -5%, -1, 1%, -6%, -6%
FC(F)(F)c1nnc(-c2ccccc2)nc1Oc1ccccc1
    -4%, -0.8%, 2%, 6, -14%, 4, 2%, -4%, 1%
CC1CCCN(C2(O)C(=O)Nc3c(C(F)(F)F)cccc32)C1 (configuration not stated)
    -1%, 5.4%, 14%, 0, -8%, 1, -1%, 0%, -22%
C[C@H](CO)N1C[C@H](C)[C@H](CN(C)C(=O)Nc2ccc(-c3cccs3)cc2)OCc2cnnn2CCCC1=O
    -5%, nt, 21%, -2, -26%, 6, -8%, nt, 12%
CCCCn1c(-c2nonc2N)nc2ccccc21
    -2%, -4.9%, 14%, -5, -19%, 7, -18%, -3%, -6%
CCC(=O)c1ccc(N2CCN(C(=O)c3ccccc3)CC2)c(F)c1
    0%, 1.2%, -5%, -3, 3%, -1, 5%, -8%, -9%
O=C(OCC(=O)N(CCc1ccccc1)Cc1ccccc1)c1ccccc1NCCO
    0%, 3.3%, -3%, 2, -24%, -2, -12%, 76%[activator], 1%
COc1ccccc1C(=O)n1nc(-c2ccco2)nc1NCc1ccc(Cl)cc1
    nt, 0.8%, nt, -1, -26%, 3, nt, 3%, nt
Cc1ccc(C)c(N(CC(=O)NC2CCCC2)C(=O)c2cc3cc4cccc(C)c4nc3s2)c1
    -4%, 0.4%, 2%, -11, -19%, 1, 0%, 8%, -4%
O=C(O)c1c2c(nc3ccc(S(=O)(=O)N4CCC(C(=O)NCc5ccccc5Cl)CC4)cc13)CCCC2
    -4%, 1.0%, -7%, 0, -17%, -6, 2%, -13%, -15%
Cc1ccc2nc(-c3ccc(Cl)c(NC(=O)c4ccc5c(c4)OCCO5)c3)oc2c1
    1%, 2.8%, -10%, -2, -27%, -13, 1%, 2%, -4%
COc1ccc(Nc2nc3ccccc3c3nnc(C)n23)cc1Cl
    4%, 0.6%, 0%, -14, -10%, -4, 0%, -1%, -8%
CSc1nc2c(c(=O)[nH]c(=O)n2C)n1Cc1ccccc1
    -6%, 3.4%, 6%, 0&-4, -19%, 0, 2%, 7%, 0%
CC1(C(=O)NS(=O)(=O)c2cccc(C#N)c2)CCN1C(=O)c1ccccc1CCc1ccccc1 (configuration not stated)
    1%, nt, nt, -3, nt, -3, 0%, nt, nt
COc1cc(Cl)c(C)cc1NC(=O)c1cn(CC(C)C)c(=O)c2cc(OC)c(OC)cc12
    -2%, 4.2%, -5%, 2, ?, 4, -6%, 2%[2.29 µM], 1%
CCCCOc1ccc(C2/C(=C(\O)c3ccc4c(c3)OCCO4)C(=O)C(=O)N2CCCN2CCOCC2)cc1 (configuration not stated)
    -1%, ?, -5%, -3, -2%, 0, -12%, -6%, 9%
CCC(C)(C)NC(=O)CN(Cc1ccc2c(c1)OCO2)C(=O)CCC(=O)Nc1ccccn1
    2%, -0.6%, 0%, -3, -5%, 1, 2%, 4%[57.1 µM], -14%
N#CC(=C1CCCC1)c1nc(-c2ccccc2)cs1
    9%, 2.1%, 3%, 3, ?, -20, -7%, -6%, -2%
CCOC(=O)CN1C(=O)N[C@@H](c2cccs2)C(C(C)=O)=C1C
    -2%, nt, 9%, -4, -16%, -2, 1%, -3%[57.1 µM], 0%
CC(C)NC(=O)c1cc(-n2cnnc2)ccc1Cl
    -3%, 1.0%, -1%, -1, -12%, 2, 0%, 10%, 1%
O=C(c1cccnc1)N1CCN(Cc2ccccc2Br)CC1
    -5%, 0.1%, 2%, -31*, -4%, 15, 1%, 12%[57.1 µM], 4%
O=C(Nc1nc2ccccc2s1)C1c2ccccc2Oc2ccccc21
    -3%, 0.0%, -1%, 0, -17%, 0, 6%, -4%, -12%
Cc1cc(C(=O)CSc2nc3ccccc3c(=O)n2C)c(C)n1Cc1ccc2c(c1)OCO2
    -4%, 20µM*, -2%, -6, -15%, 4, 1%, -1%, -11%
COc1cc(C(=O)NNC(=O)COc2ccc(Br)cc2)ccc1OCC(=O)N1CCOCC1
    3%, nt, -4%, -12, -18%, 2, -2%, 10%, 0%
CCOc1ccccc1NC(=O)c1cc(=O)c2ccccc2o1
    -4%, 3.2%, 8%, -11, -7%, -3, -1%, 1%, -7%
COc1ccc(C(=O)NC(=S)NNC(=O)c2cccnc2)cc1
    -1%, -0.9%, 9%, 2, -5%, -1, -9%, -7%, 3%
O=C(CSc1ccccc1)Nc1cccnc1
    4%, -0.9%, 2%, 0, -8%, 9, 1%, 9%, 0%
CCn1c(SCC(=O)Nc2ccc(OCc3ccccc3)cc2)nnc1-c1ccco1
    -6%, 0.6%, 2%, -6, -24%, -5, 0%, -2%, 0%
O=C1C=C(Nc2ccc(Cl)cc2)CC(c2ccco2)C1 (configuration not stated)
    -3%, 2.0%, 9%, 3, -18%, 0, ?, -5%, -18%
Cc1ccc2c(=O)cc(C(=O)Nc3sc4c(c3C(N)=O)CCCC4)oc2c1
    -2%, 3.9%, -4%, -2, 0%, 2, -3%, 1%, 3%
CSCC[C@H](NC(=O)Nc1ccc(C)cc1C)C(=O)O
    -2%, -1.1%, 3%, -1, -4%, -6, 0%, -10%, 4%
Cc1c(-c2ccccc2)nc(N)c(C#N)c1-c1ccco1
    8%, 2.3%, 1%, -5, -6%, 9, 2%, 9%[57.1 µM], 8%
CCOc1ccc(CCNC(=O)C2CCCN(C(=O)N(C)C)C2)cc1OCC (configuration not stated)
    -6%, 3.2%, 0%, -2, -12%, 0, 2%, 13%, 4%
c1ccc(Cn2nnnc2-c2ccco2)cc1
    -2%, 2.3%, 2%, 3, -2%, 1, 0%, -3%, -17%
COc1cc(OC)c2cc[nH]c2c1
    -1%, 0.5%, 0%, -4, 2%, -3, -5%, -12%, -8%
COc1ccc(OC)c2c1C(=O)C(Cl)=C(Cl)C2=O
    -12%, -2.6%, -5%, 21, -14%, -5, -17%, -5%, -3%
COc1ccc(S(=O)(=O)NCc2cccn2Cc2cccc(C)c2)cc1Cl
    -1%, 3.6%, -2%, 0, 0%, -3, -8%, -5%[57.1 µM], -21%
CSc1ncccc1C(=O)Nc1ncc(C)s1
    3%, -0.9%, 7%, -3, -16%, 0, -5%, -2%, 0%
Oc1ccc(-c2[nH]ncc2-c2cccc3cccnc23)c(O)c1
    -3%, 1.9%, -3%, 1, -10%, -2, -3%, -2%, 1%
CN(C)c1ccc(/C=C(/C(=O)c2ccc(Cl)cc2Cl)n2cncn2)cc1
    -6%, -0.9%, 2%, -3, ?, 5, 13µM*, -20%, ?
Cc1ccc(NC(=O)COC(=O)C2=COCCO2)cc1
    0%, 2.8%, 0%, -3, 1%, -10, 1%, 13%[57.1 µM], 5%
CSc1nc2cc(C)nn2c(-c2ccccc2)c1C#N
    -6%, 0.9%, 10%, 0, -22%, 0, -1%, 4%, 3%
COc1ccccc1CNS(=O)(=O)c1ccc2[nH]cc(C(=O)O)c(=O)c2c1
    -4%, -3.2%, 7%, -56*, 2%, -3, -1%, -10%, 0%

Screening data as filed in PubChem.
